# Source: PubChem (National Center for Advancing Translational Sciences (NCATS))
# TRb SRC2 PPI – TRbeta-SRC2 interaction inhibition; P10828; TRbeta-SRC2 peptide binding, fluorescence polarization; receptor liganded with 1 µM T3; Potency, µM (highest dose often 106 µM), without a hit: at the highest dose activity change, negative = inhibition, hits mostly inhibitors; actives 0.065% (n = 280,000); AID 1469;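 note: plate controls were bound peptide for no effect and peptide without receptor for full effect; nearly all actives have a fitted effect of over 50% in size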
#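 A fluorescence polarization screen tested compounds at multiple concentrations against complex formation between 0.6 uM TRb ligand-binding domain and 20 nM Texas Red SRC2 peptide, with 1 uM T3 present; readout after 5 hr.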
# GAA glycogen – alters human alpha-glucosidase cleavage of glycogen; actives 0.38% (n = 300,000); P10253; Potency, µM (top dose mostly 76.4 µM), without a hit: top-dose activity change, negative = inhibition, hits mostly inhibitors; AID 2100; recombinant GAA, glycogen substrate, Amplex Red glucose oxidase fluorescence;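 note: 0% = full enzyme reaction and -100% = no-enzyme basal signal; the screen sought inhibitors and activators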
#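 Recombinant enzyme (4 nM final) with compounds titrated up to 77 uM and bovine liver glycogen (30 ug) in citrate pH 5.0, 0.01% Tween-20, 37 C 40 min. Released glucose detected by Amplex Red/glucose oxidase (Ex 573/Em 610); AC50 from Hill fits.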
# aGlu spleen mod – lysosomal alpha-glucosidase (human) modulation; P10253; human spleen homogenate, 4-MU-alpha-glucoside fluorescence; Potency, µM (series often up to 79.9 µM), without a hit: top-dose activity change, negative = inhibition, hits mostly inhibitors; actives 0.006% (n = 240,000);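 note: 0% = enzyme with vehicle and -100% = no enzyme basal signal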
#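 AC50 values come from Hill-equation fits of concentration-response data, normalized to no-enzyme and full-activity controls. Enzyme source: 1 ug human spleen homogenate; 1 mM fluorogenic 4-MU glucoside, pH 5.0 citrate buffer, 37 C, 40 min.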
# GAA inhib – blocks human lysosomal alpha-glucosidase | Potency, µM (doses to about 76.9 µM), inactives show at the highest dose activity change, negative = inhibition, hits mostly inhibitors | purified human GAA, 4-MU-alpha-glucoside fluorescence | AID 1466 | P10253 | actives 0.005% (n = 200,000);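 note: plate controls were uninhibited enzyme wells for no effect and no-enzyme background for full effect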
#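 Fluorescence at Ex 365/Em 440 nm from 4-methylumbelliferone reported enzyme activity after 20 min at room temperature. Reactions used 4 nM enzyme and 400 uM substrate at pH 5.0; curves fitted with the Hill equation.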
# GoLoco inh red – RGS12 GoLoco-Gai1 interaction inhibition; Gai1:RGS12 GoLoco peptide FP, rhodamine, 10 min; AID 880; P63096; Potency, µM (series often up to 61.6 µM), without a hit: at the top dose activity, negative = inhibition, most hits filed as inhibitors; actives 0.44% (n = 230,000); active = well fitted inhibition curve with a large enough effect, not every such curve was filed as active; inactive = no such curve, though single readings can be large or run the other way; note: nearly all actives have a fitted effect of over 30% in size; many of its hits are not listed in these tables
# TexasRed fluor – alters Texas Red total fluorescence, flagging assay interference; TRb/SRC2 Texas Red total fluorescence interference; Potency, µM (doses to about 106 µM), for inactives: top-dose fluorescence change, negative = quenching; actives 0.29% (n = 280,000); AID 1479; active = well fitted curve in either direction with a large enough effect; inconclusive = small, poorly fitted or top-dose-only effect
#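 Flags fluorescent or light-absorbing compounds by total fluorescence, S + 2P, at 555 nm excitation and 632 nm emission. Mixture: 20 nM Texas Red SRC2 peptide, 0.6 uM human TRb LBD, 1 uM T3, 5% DMSO; compound exposure 5 h at ambient temperature.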
# L3MBTL1 block – blocks human L3MBTL1; Q9Y468; AlphaScreen L3MBTL1–H3K9me1 peptide binding; Potency, µM (titrated, usually from 57.1 µM), for the others: at the top dose activity, negative = inhibition, usual class: inhibitors; actives 0.66% (n = 230,000); note: nearly all actives have a fitted effect of over 60% in size
# Target sequence (Q9Y468 whole entry, looked up): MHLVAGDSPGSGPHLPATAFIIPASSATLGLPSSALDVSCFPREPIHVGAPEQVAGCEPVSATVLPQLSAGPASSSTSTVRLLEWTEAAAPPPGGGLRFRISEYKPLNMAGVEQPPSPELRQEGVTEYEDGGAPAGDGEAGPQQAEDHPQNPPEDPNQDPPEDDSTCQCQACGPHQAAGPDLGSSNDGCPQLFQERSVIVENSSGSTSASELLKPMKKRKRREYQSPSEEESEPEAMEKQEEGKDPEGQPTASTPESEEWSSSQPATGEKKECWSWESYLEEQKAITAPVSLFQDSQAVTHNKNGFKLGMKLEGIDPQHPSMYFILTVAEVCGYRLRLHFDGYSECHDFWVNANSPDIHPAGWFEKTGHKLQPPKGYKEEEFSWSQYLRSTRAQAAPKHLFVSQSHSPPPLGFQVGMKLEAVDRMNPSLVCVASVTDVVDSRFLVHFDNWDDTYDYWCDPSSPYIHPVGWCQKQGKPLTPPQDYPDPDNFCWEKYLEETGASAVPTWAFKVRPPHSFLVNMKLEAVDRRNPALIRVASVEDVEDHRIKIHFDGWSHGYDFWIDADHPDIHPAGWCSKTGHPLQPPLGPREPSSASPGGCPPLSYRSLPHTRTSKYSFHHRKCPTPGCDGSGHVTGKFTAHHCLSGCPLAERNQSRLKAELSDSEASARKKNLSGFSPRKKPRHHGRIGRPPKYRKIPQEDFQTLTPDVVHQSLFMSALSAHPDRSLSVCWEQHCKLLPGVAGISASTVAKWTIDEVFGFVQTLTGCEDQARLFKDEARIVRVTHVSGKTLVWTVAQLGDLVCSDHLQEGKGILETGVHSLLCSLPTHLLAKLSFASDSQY
#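 L3MBTL1 (50 nM) pre-complexed 30 min with biotinylated H3(1-15)K9me1 peptide (75 nM), then compounds added for 30 min at room temperature; AlphaScreen streptavidin donor/nickel chelate acceptor beads (10 ug/mL final) read after 30 min dark incubation.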
# RECQ1 inh – RECQ1 (human) helicase inhibition; actives 0.54% (n = 240,000); Potency, µM (top dose mostly 57.3 µM), for inactives: at the highest dose activity, negative = inhibition, hits mostly inhibitors; RECQ1 DNA unwinding, red fluorescence kinetic read; P46063;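 note: plate controls were vehicle for no effect and no enzyme for full effect; nearly all actives have a fitted effect of over 30% in size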
#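 50 nM RECQ1T1 preincubated 15 min with compound in Tris pH 8.0 buffer with MgCl2, DTT, Tween-20 and 2.5 ug/ml poly(dI-dC); started with 200 nM TAMRA/BHQ-2 forked duplex and 2 mM ATP. Unwinding read as fluorescence (525/598 nm), two reads 2 h apart.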
# * hit, by the source's call; i = inactive; ? = inconclusive; . = not tested or not shown; & = joins results of further samples; [ ] = another dose, or the depositor's remark. Unless noted, calls come from the whole dose curve; as a rule, active = well fitted curve in the direction sought with a large enough effect; inconclusive = small, poorly fitted or top-dose-only effect, or another doubt; inactive = no such curve, though single readings can be large; an effect the other way counts as inactive or inconclusive. Unless noted, % is set by controls: 0 for no effect and ±100 for the full control effect; potency is the fitted concentration of half-maximal effect. Only part of the results is shown; count on the stated rates, not on these rows.
# The first 7 compounds, ahead of the listing:
SMILES,TRb SRC2 PPI,GAA glycogen,aGlu spleen mod,GAA inhib,GoLoco inh red,TexasRed fluor,L3MBTL1 block,RECQ1 inh
C=C(C)c1cccc(C(C)(C)NC(=O)N2CCCC2)c1,0%,0%,0%,-1%,4%,-7%,?,-5%
Cc1ccc(S(=O)(=O)N(CC(O)CN2CCCCC2)c2ccccc2)cc1 (stereo not drawn),-4%,9%,0%,?,-3%,-1%,13%,-9%
CCOC(=O)c1oc2ccccc2c1NC(=O)c1ccccc1OC,6%,-3%,-3%,-10%,12%,3%,15%,-3%
CCc1cc(=O)[nH]c(SCc2ccc(C)cc2)n1,0%,3%,-25%,-7%,8%,0%,-5%,-2%
Cc1noc(NC(=O)c2ccc(Cl)c(Cl)c2)c1Cl,8%,2%,-1%,-25%,4%,1%,4%,25%
CCOc1ccc(NC(=O)Nc2ccc3c(c2)nnn3C)cc1,4%,-3%,8%,-3%,4%,2%,5%,-3%
CCOCCSc1nnc2nc(C)cc(C)n12,-3%,-8%,-1%,-2%,12%,1%,.,i

# Main list, from the first entry:
SMILES,TRb SRC2 PPI,GAA glycogen,aGlu spleen mod,GAA inhib,GoLoco inh red,TexasRed fluor,L3MBTL1 block,RECQ1 inh
C=C(C)c1cccc(C(C)(C)NC(=O)N2CCCC2)c1,0%,0%,0%,-1%,4%,-7%,?,-5%
Cc1ccc(S(=O)(=O)N(CC(O)CN2CCCCC2)c2ccccc2)cc1 (stereo not drawn),-4%,9%,0%,?,-3%,-1%,13%,-9%
CCOC(=O)c1oc2ccccc2c1NC(=O)c1ccccc1OC,6%,-3%,-3%,-10%,12%,3%,15%,-3%
CCc1cc(=O)[nH]c(SCc2ccc(C)cc2)n1,0%,3%,-25%,-7%,8%,0%,-5%,-2%
Cc1noc(NC(=O)c2ccc(Cl)c(Cl)c2)c1Cl,8%,2%,-1%,-25%,4%,1%,4%,25%
CCOc1ccc(NC(=O)Nc2ccc3c(c2)nnn3C)cc1,4%,-3%,8%,-3%,4%,2%,5%,-3%
CCOCCSc1nnc2nc(C)cc(C)n12,-3%,-8%,-1%,-2%,12%,1%,.,i
O=C(O)c1ccccc1CSc1nc2ccccc2n1Cc1ccccc1C(=O)O,-2%,5%,3%,5%,6%,-5%,.,-1%
Cc1cccc(NC(=O)CSc2nnc(C)n2Cc2ccccc2)c1,-9%,8%,5%,-4%,4%,-2%,.,-14%
CC(C)(C)OC(=O)N1CCC(NC(=O)c2[nH]cnc2C(=O)N[C@@H](Cc2ccccc2)C(=O)OCc2ccccc2)CC1,0%,1%,-1%,.,-3%,-1%,23%,-27%
CCOC(=O)c1c(C)[nH]c(C(C)=O)c1C,-2%,-4%,-3%,?,9%,-1%,-2%,-3%
Cn1nc(-c2ccc(C(=O)NCCO)cc2)c2ccccc2c1=O,-6%,6%,0%,.,14%,-1%,55%[activator],-2%
CCC(C)(C)C1CCc2c(sc(N)c2C(N)=O)C1 (stereo not drawn),-10%,3%,-2%,-4%,5%,0%,-10%,-4%
Cc1ccc(OCc2nnc(SCC(=O)Nc3cccc4ccccc34)n2-c2ccccc2)cc1,0%,-5%,-23%,2%,0%,2%,-20%,0%
O=C(Nc1cccc(Cl)c1)Nc1ccccc1C(=O)NCc1ccco1,-3%,-5%,3%,-4%,2%,2%,.,-8%
Cc1ccc(-c2nnc(Nc3ccccc3)c3ccccc23)cc1S(=O)(=O)NCC1CCCO1 (stereo not drawn),-14%,-8%,-12%,2%,6%,0%,2%,-12%
CCCOC(=O)C1=C(C)NC2=C(C(=O)CCC2)C1c1cccc(OC)c1OC (stereo not drawn),3%,0%,-3%,2%,0%,-3%,-14%,-3%
CCOC(=O)N1CCN(C(=O)/C(=C\c2ccc(SC)cc2)NC(=O)c2ccccc2)CC1,6%,0%,-1%,.,-5%,1%,-7%,-2%
Cc1ccc(NC(=O)Cc2nn(C)c(=O)c3ccccc23)cc1F,-1%,6%,2%,8%,-4%,3%,-6%,-12%
O=C(CSc1nnnn1C1CCCCC1)Nc1ccc(F)cc1,2%,16%,-6%,-9%,3%,0%,2%,-7%
Cc1ccnc(NS(=O)(=O)c2ccc(NS(=O)(=O)Cc3ccccc3)cc2)n1,-9%,3%,-4%,-4%,.,2%,5%,-4%
CCc1ccc(NC2=CC(=O)CC(c3ccco3)C2)cc1 (stereo not drawn),-5%,-7%,-6%,?,-13%,2%,-7%,9%
COc1ccccc1Nc1nc(N)nc(-c2cc3ccccc3o2)n1,-9%,4%,-4%,2%,-17%,0%,-11%,-13%
COc1ccc(C(=O)c2cn[nH]c2-c2cc(Cl)ccc2O)cc1,-3%,3%,4%,3%,.,1%,-2%,-10%
CCc1ccccc1NC(=S)NC1CC2CCC(C1)N2Cc1ccc(F)cc1 (stereo not drawn),2%,-16%,4%,0%,8%,0%,-18%,i
COc1cccc(CNC(=O)C2CCN(S(=O)(=O)c3cccc4cccnc34)CC2)c1,-6%,1%,3%,1%,3%,-1%,4%,-3%
Cc1cc2oc(=O)cc(CN3CCN(S(=O)(=O)/C=C/c4ccccc4)CC3)c2cc1C,4%,8%,-11%,-8%,-2%,-1%,0%,-2%
Cc1cc(NC(=O)CSc2nc3c(c(=O)n(C)c(=O)n3C)n2C(C)C)no1,1%,8%,-1%,5%,7%,0%,.,-5%
CS(=O)(=O)c1ccc2nc(NC(=O)c3cc4ccccc4o3)sc2c1,-3%,3%,-2%,5%,1%,-4%,.,i
COc1ccc(NC(=O)CSc2nc(N)c(-c3ccccc3)c(=O)[nH]2)cc1,3%,3%,0%,-14%,10%,-2%,.,-14%
CC(N)C12CC3CC(C1)CC(C(C)N)(C3)C2 (stereo not drawn),-6%,-4%,0%,1%,14%,1%,1%,-17%
CC1CCCCN1C(=O)COc1ccccc1F (stereo not drawn),-8%[53 µM],9%,1%,8%,3%,0%[53 µM],8%,i
C=CCSc1nc2c(c(=O)[nH]1)C(c1ccccc1)C(C#N)=C(N)O2 (stereo not drawn),2%,13%,-3%,.,2%,0%,2%,-3%
CC1=NN(c2ccccc2)C(=O)/C1=C\C=C1\N(C)c2ccccc2C1(C)C,-5%,-1%,-4%,?,200%[activator],-6%,?,-3%
CC(C)Oc1ccc(C(=O)Nc2nnc(SCC(=O)N3CCOCC3)s2)cc1,7%,1%,3%,1%,18%,2%,4%,i
Cc1ccc(CNC(=O)CCC(=O)N2CC(C)Sc3ccccc32)cc1 (stereo not drawn),-3%,7%&3%[76.3 µM],.,.,.,-2%,6%,.
O=S(=O)(NCC1CC1)c1cccc(S(=O)(=O)N2CCCC2)c1,0%,-1%,-3%,-3%,4%,-1%,.,i
CC1CCN(Cc2nc(-c3ccccc3)no2)CC1,-8%,5%,5%,-2%,.,-1%,1%,-7%
CSc1ccc(S(=O)(=O)NCc2ccccc2C)cc1,4%,-7%,-1%,?,1%,-1%,16%,i
COc1cc(/C=C/c2cc(C(=O)O)c3ccccc3n2)cc(OC)c1O,3%,14µM*,-14%,-5%,11%,-8%,-2%,i
CCOC(=O)c1ccccc1NC(=O)Cn1cnc2c(cnn2C(C)(C)C)c1=O,-1%,-8%,-12%,-3%,.,-5%,3%,7%
CC(Oc1ccccc1)C(=O)Nc1cccc(NC(=O)c2ccco2)c1 (stereo not drawn),-4%,8%,-2%,.,1%,-6%,.,-2%
COc1ccc(C(=O)O)cc1S(=O)(=O)Nc1cccc(C(F)(F)F)c1,-9%,13%,3%,3%,-2%,-3%,6%,i
COCC(=O)Nc1c(I)c(C(=O)NC[C@@H](O)CO)c(I)c(C(=O)N(C)C[C@@H](O)CO)c1I,4%[53 µM],.,-10%[29.1 µM],.,7%[21.6 µM],-1%[53 µM],.,-1%[25.9 µM]
O=c1c2ccsc2ncn1Cc1cccc(C(F)(F)F)c1,-8%,-7%,-3%,1%,-14%,-5%,1%,0%
COc1ccc(-c2csc(/C(C#N)=C/Nc3cc4oc5ccccc5c4cc3OC)n2)cc1,-11%,14%,2%,1%,50%[activator],-2%,.,-1%
COC(=O)CCn1nc(-c2ccc(C)cc2)c2ccccc2c1=O,0%,8%,7%,?,2%,-4%,8%,-1%
COC(=O)c1sc2nc3c(c(-c4cccs4)c2c1N)CCCC3,-5%,2%,-13%,?,1%,0%,34%[activator],5%
Nc1ccn([C@H]2CC[C@@H](CO)O2)c(=O)n1,2%,7%&11%,-1%&-3%&5%&1%&6%&-3%,-3%[15.4 µM],6%&-9%&-3%&6%&3%&6%,0%,11%,1%&-14%&1%&-2%&-9%
CCS(=O)(=O)NC(C)C(c1cccs1)N1CCN(c2ccc(F)cc2)CC1 (stereo not drawn),7%,-8%,-6%,-2%,6%,0%,-4%,-4%
O=C(O)c1cc(CN2CCOCC2)oc1-c1ccccc1,-2%,-5%,-5%,0%,13%,-1%,-7%,-17%

# Reprinted at random: 5 entries already listed.
SMILES,TRb SRC2 PPI,GAA glycogen,aGlu spleen mod,GAA inhib,GoLoco inh red,TexasRed fluor,L3MBTL1 block,RECQ1 inh
COC(=O)c1sc2nc3c(c(-c4cccs4)c2c1N)CCCC3,-5%,2%,-13%,?,1%,0%,34%[activator],5%
COC(=O)CCn1nc(-c2ccc(C)cc2)c2ccccc2c1=O,0%,8%,7%,?,2%,-4%,8%,-1%
COCC(=O)Nc1c(I)c(C(=O)NC[C@@H](O)CO)c(I)c(C(=O)N(C)C[C@@H](O)CO)c1I,4%[53 µM],.,-10%[29.1 µM],.,7%[21.6 µM],-1%[53 µM],.,-1%[25.9 µM]
CCOC(=O)c1ccccc1NC(=O)Cn1cnc2c(cnn2C(C)(C)C)c1=O,-1%,-8%,-12%,-3%,.,-5%,3%,7%
COc1cc(/C=C/c2cc(C(=O)O)c3ccccc3n2)cc(OC)c1O,3%,14µM*,-14%,-5%,11%,-8%,-2%,i
